MLLE-PAM2 inh – inhibitors of PABP1 MLLE–PAM2 peptide binding, primary screen, biochemical, fluorescence polarization, FITC-PAM2, GST-MLLE; Polyadenylate-binding protein 1 (Homo sapiens), P11940; inhibition, % at 20 µM; 0.36% of 360,000 active; AID 588489, 2011; in the data active means inhibition above about 35%, passing the limit was not always enough;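 further: plate controls were DMSO wells with GST-MLLE for no effect and wells lacking GST-MLLE protein for full effect; some results filed as inactive read as strong as hits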
FAS-TE inh – FAS thioesterase domain inhibitors, primary screen, biochemical, fluorescence intensity, uHTS; recombinant FAS-TE, OMFH fluorogenic substrate, fluorescence endpoint; inhibition, % at 15 µM; 0.67% of 360,000 active; AID 602261, 2012;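 active means compounds whose normalised, plate-corrected inhibition of enzyme fluorescence in the single-dose primary screen is 50% or more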;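 further: 0% = DMSO with enzyme and 100% = substrate without enzyme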
Rpn11 inh – Rpn11 (PSMD14) deubiquitinase inhibitors, primary screen, biochemical, fluorescence polarization, uHTS; human 26S proteasome, Ub4-pepOG fluorescence polarization; 20S core pre-blocked with epoxomicin; 0.59% of 360,000 active; 26S proteasome non-ATPase regulatory subunit 14 (Homo sapiens), O00487; calls only at 20 µM;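 active means inhibition at 20 µM, scaled to each plate's controls, above about 33%, limit read from the data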
Neddylation inh – inhibitors of cullin neddylation, primary screen, biochemical, TR-FRET, uHTS, NAE and Ubc12 | AID 651699, 2012 | calls only at 25 µM | NEDD8-conjugating enzyme Ubc12 (Homo sapiens) + NEDD8-activating enzyme E1 regulatory … | 0.58% of 360,000 active; in the data active means inhibition above about 36%
CSN deneddyl inh – inhibitors of CSN-mediated cullin deneddylation, primary screen, biochemical, fluorescence polarization, uHTS; COP9 signalosome complex subunit 5 (Homo sapiens), Q92905; Purified CSN, SCF-Nedd8-OG deneddylation; inhibition, % at 12.5 µM; 0.38% of 360,000 active; AID 651999, 2013;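 active means pattern-corrected inhibition above about 35%, with an unprinted fluorescence ratio check between 0.5 and 1.5, limit read from the data, passing the limit was not always enough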;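 further: 0% = enzyme with substrate and 100% = substrate without enzyme; some results filed as inactive read as strong as hits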
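Test system: Human Csn5 produced in HEK293T cells | Compound: 12.5 µM single point | Times: 90 min, room temperature | Signal: Fluorescence polarization readout | Read-out basis: % inhibition of substrate cleavage by Csn5 | Controls: no-enzyme wells high, enzyme-with-substrate wells low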
SKN-1 block – suppressors of acrylamide-induced Pgst-4::GFP reporter in worms, primary screen, SKN-1 inhibitor project, whole organism, uHTS, GFP/RFP fluorescence ratio, strain VP596; C. elegans VP596 Pgst-4::GFP/RFP ratio, 24 h; inhibition, % at 21.8 µM; 0.49% of 360,000 active; AID 624304, 2012;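 active means interference check ratio from 0.5 to 1.5 plus GFP to RFP signal ratio inhibition reaching or exceeding a fixed threshold, cut at about 30% in these data, passing the limit was not always enough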; further: some compounds called inactive have numbers as strong as hits
NadD inh – inhibitors of S. aureus NadD, primary screen, biochemical, colorimetric, uHTS; inhibition, % at 20 µM; AID 602399, 2012; 0.78% of 360,000 active; purified NadD enzyme, colorimetric absorbance read-out; in the data active means inhibition above about 26%; further: some compounds past the cut are filed as inactive
MT1-MMP act inh – blockers of MT1-MMP proenzyme processing, primary screen, HT1080 RFP-PRO-GFP cells, GFP/RFP fluorescence | Matrix metalloproteinase-14 (Homo sapiens), P50281 | GFP/RFP ratio fluorescence, overnight; percent of plate control window, DMSO zero | GFP/RFP ratio change, % at 20 µM | 0.061% of 360,000 active | AID 651647, 2012;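 active means GFP/RFP ratio change of at least 30% with cell ATP level not reduced by more than half and red fluorescence within 50% of control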; further: strong numbers were not always called active
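Assay system: RFP-PRO-GFP reporter HT1080 cells; read-out basis: GFP/RFP fluorescence ratio; benchmarks: DMSO wells and RFP-L50D-GFP cells; doses: 20 µM single dose, 1% DMSO; schedule: overnight cell settling, then overnight compound exposure, 37 °C, 5% CO2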
Rin1-Abl PPI inh – inhibitors of Rin1-Abl protein binding, primary screen, biochemical, TR-FRET; inhibition, % at 7.35 µM; 0.4% of 360,000 active; AID 588664, 2011; in the data active means inhibition above about 5%, passing the limit was not always enough
Target sequence (P00519 whole entry, looked up): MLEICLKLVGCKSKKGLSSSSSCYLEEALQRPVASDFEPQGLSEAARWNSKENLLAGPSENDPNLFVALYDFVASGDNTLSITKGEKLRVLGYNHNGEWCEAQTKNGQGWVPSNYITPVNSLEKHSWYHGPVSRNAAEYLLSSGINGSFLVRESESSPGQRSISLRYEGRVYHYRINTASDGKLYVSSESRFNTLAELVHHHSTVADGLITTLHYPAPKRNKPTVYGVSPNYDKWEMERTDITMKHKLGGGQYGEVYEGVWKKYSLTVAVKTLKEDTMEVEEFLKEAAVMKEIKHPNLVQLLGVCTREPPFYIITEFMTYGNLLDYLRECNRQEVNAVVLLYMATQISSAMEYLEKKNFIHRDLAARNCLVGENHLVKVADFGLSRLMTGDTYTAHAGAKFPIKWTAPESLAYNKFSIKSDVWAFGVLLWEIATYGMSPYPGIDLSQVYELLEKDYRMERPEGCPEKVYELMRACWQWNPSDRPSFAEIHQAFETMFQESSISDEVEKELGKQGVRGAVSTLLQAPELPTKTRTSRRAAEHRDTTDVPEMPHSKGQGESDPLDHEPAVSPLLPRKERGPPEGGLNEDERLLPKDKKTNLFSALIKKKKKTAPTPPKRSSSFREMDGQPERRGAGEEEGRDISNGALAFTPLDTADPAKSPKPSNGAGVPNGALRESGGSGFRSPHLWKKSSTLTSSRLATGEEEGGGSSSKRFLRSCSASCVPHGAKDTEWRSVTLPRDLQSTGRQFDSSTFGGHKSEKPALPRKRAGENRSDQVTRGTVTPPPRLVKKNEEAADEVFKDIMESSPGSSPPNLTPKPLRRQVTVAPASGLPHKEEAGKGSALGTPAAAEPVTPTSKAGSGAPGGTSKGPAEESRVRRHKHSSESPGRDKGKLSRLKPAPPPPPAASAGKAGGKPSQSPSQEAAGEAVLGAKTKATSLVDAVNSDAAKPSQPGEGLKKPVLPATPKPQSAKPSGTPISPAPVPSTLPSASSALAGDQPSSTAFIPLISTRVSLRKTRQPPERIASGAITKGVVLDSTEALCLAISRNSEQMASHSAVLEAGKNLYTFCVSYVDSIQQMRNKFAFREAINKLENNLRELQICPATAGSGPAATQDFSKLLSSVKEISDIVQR
Target sequence (Q13671 whole entry, looked up): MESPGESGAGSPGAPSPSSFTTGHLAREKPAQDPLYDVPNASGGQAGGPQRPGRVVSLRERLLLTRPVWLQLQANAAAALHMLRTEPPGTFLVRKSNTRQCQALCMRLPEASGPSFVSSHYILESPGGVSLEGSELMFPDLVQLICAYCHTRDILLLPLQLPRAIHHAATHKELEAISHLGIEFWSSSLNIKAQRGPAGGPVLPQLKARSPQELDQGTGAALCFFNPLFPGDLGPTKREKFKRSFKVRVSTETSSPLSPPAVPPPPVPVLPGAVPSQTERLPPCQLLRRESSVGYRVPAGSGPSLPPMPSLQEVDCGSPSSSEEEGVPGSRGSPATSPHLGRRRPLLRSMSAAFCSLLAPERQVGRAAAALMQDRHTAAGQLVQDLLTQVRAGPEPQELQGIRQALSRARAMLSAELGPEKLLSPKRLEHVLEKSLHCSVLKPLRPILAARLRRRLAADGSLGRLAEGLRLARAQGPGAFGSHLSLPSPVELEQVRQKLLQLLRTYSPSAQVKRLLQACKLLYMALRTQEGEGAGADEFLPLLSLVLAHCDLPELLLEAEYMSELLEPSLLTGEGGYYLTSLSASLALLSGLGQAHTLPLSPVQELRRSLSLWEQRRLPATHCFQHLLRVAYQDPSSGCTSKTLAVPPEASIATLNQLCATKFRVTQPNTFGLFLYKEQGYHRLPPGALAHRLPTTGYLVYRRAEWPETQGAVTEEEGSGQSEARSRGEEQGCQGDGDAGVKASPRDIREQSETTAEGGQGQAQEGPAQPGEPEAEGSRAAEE
Active calls of the source: *; i = inactive; / = not tested or not shown; + = active, no number.

nr	molecule	MLLE-PAM2 inh	FAS-TE inh	Rpn11 inh	Neddylation inh	CSN deneddyl inh	SKN-1 block	NadD inh	MT1-MMP act inh	Rin1-Abl PPI inh
1	CC(C)Cn1c(-c2ccco2)n[nH]c1=S	-7	-5	i	i	-9	5	-8	2	-2
2	COc1ccc(C(=O)Nc2cccc3c2CCCC3)cc1OC	-3	2	i	i	1	22	5	0	-2
3	CC(=O)Nc1ccc(S(=O)(=O)NC2CCSc3ccccc32)cc1 (stereo not drawn)	-5	4	i	i	-2	5	2	1	1
4	Cc1cccc(C(=O)N2CCN(CCNC(=O)C(=O)Nc3ccc(F)cc3)CC2)c1	-2	-3	i	i	-1	-6	-1	2	1
5	Cc1cc(F)c(F)c(C(=O)NC2CC2)c1Cl	-5	-7	i	i	2	9	-1	1	1
6	C=CCn1c(SCC(=O)Nc2cc(C)on2)nc2sc(CC)cc2c1=O	6	1	i	i	0	-16	0	1	-1
7	CCc1nc2c(OCC3CCCCC3)cccn2c1N(C)C(=O)c1ccccc1F	-2	14	i	i	6	17	8	-22	4
8	CCN1C(=O)/C(=C/c2nc3ccccc3c(=O)[nH]2)c2ccccc21	-4	-9	i	i	-1	15	3	-2	-2
9	COc1ccc(C(=O)NCc2nnc(SCC(=O)NC3CCCC3)o2)cc1	-43	-7	i	i	1	11	-6	-2	-1
10	Cc1ccc(N2CC(O)CSC2=Nc2ccccc2)cc1 (stereo not drawn)	-6	-7	i	i	3	2	-6	0	0
11	CC(=O)Nc1ccc(S(=O)(=O)N(C)CC(=O)NNC(=O)c2cccs2)cc1	-4	-5	i	i	-1	42*	6	-3	2
12	CCC(CO)Oc1cc(NCc2ccc(F)cc2)c2ncn(C(C)C)c2c1 (stereo not drawn)	0	-6	i	i	0	26	-2	-4	-2

Compound profiles, as listed above:
`Cc1cc(F)c(F)c(C(=O)NC2CC2)c1Cl` in the list: MLLE-PAM2 inh = -5; FAS-TE inh = -7; Rpn11 inh = i; Neddylation inh = i; CSN deneddyl inh = 2; SKN-1 block = 9; NadD inh = -1; MT1-MMP act inh = 1; Rin1-Abl PPI inh = 1
`CC(=O)Nc1ccc(S(=O)(=O)N(C)CC(=O)NNC(=O)c2cccs2)cc1` in the list: MLLE-PAM2 inh = -4; FAS-TE inh = -5; Rpn11 inh = i; Neddylation inh = i; CSN deneddyl inh = -1; SKN-1 block = 42*; NadD inh = 6; MT1-MMP act inh = -3; Rin1-Abl PPI inh = 2

Remaining list, next part:
nr	molecule	MLLE-PAM2 inh	FAS-TE inh	Rpn11 inh	Neddylation inh	CSN deneddyl inh	SKN-1 block	NadD inh	MT1-MMP act inh	Rin1-Abl PPI inh
13	CCS(=O)(=O)Nc1ccc(-c2nc3cccnc3s2)cc1	-28	1	i	/	2	4	-5	-3	-4
14	COc1ccc(NC(=S)NNC(=S)Nc2cccc(C(F)(F)F)c2)cc1	27	8	i	i	-5	1	7	4	-2
15	O=C(/C=C/c1ccccc1)Nc1ccc(Br)cn1	-1	0	i	i	11	-21	2	-9	5
16	CN1C(=O)CC(=O)N(C)c2cc(S(=O)(=O)N(C)Cc3ccccc3)ccc21	-111	-10	i	i	-3	11	1	1	3
17	C=CCOC(=O)C1=C(C)NC(=O)NC1C1CC=CCC1 (stereo not drawn)	4	-2	i	i	-2	22	3	1	-1
18	CCOC(=O)CCC(=O)N1CCOCCN(C(=O)CCC(=O)OCC)CCOCC1	-16	-6	+	i	2	19	-2	-6	-2
19	CCCCCOc1ccc(C(=O)NCC2(c3ccccc3)CCOCC2)cc1	-3	18	i	i	5	30	-7	-4	-1
20	O=C(Nc1ccc2c(c1)OCO2)c1ccc2sc([C@H]3C[C@H](O)[C@@H](CO)O3)nc2c1	-1	-4	i	i	-5	-18	1	2	-1
21	C[C@@H]1CN([C@@H](C)CO)S(=O)(=O)c2ccc(-c3ccc(C(=O)N(C)C)cc3)cc2O[C@@H]1CN(C)Cc1ccccc1C(=O)O	6	-7	i	i	1	-1	5	3	-2
22	CC[n+]1c(C)n(-c2ccccc2)c2ccc(C(=O)OC)cc21	-85	-3	i	i	-4	7	0	-1	-1
23	O=C(NC1CC1)c1cccc2c1C(=O)c1ccc(N3CCC(Cc4ccccc4)CC3)cc1S2(=O)=O	-86	-53	i	i	19	10	9	-222	1
24	O=C(/C=C/c1ccccc1[N+](=O)[O-])NC1CCCC1	8	-7	i	i	-9	-5	3	-9	1
25	CN(C(=O)c1cc2ccccc2o1)c1c(N)n(Cc2ccccc2)c(=O)[nH]c1=O	-18	1	i	i	3	-11	3	1	-1
26	COc1ccc(CCNC(=O)N[C@@H](Cc2ccccc2)C(=O)O)cc1	-5	-2	i	i	-1	1	-7	3	2
27	CCOc1ccccc1OCCCC(=O)Nc1ccc(Cl)c(S(=O)(=O)N2CCOCC2)c1	16	11	i	i	1	10	-9	3	1

Records listed above printed as active in SKN-1 block.
No.	Structure	MLLE-PAM2 inh	Rpn11 inh	Neddylation inh	CSN deneddyl inh	SKN-1 block	NadD inh	MT1-MMP act inh	Rin1-Abl PPI inh
11	CC(=O)Nc1ccc(S(=O)(=O)N(C)CC(=O)NNC(=O)c2cccs2)cc1	-4	i	i	-1	42*	6	-3	2

Ordered by the number under MT1-MMP act inh (low to high): some entries from above.
#	compound	MLLE-PAM2 inh	Rpn11 inh	Neddylation inh	CSN deneddyl inh	SKN-1 block	NadD inh	MT1-MMP act inh	Rin1-Abl PPI inh
13	CCS(=O)(=O)Nc1ccc(-c2nc3cccnc3s2)cc1	-28	i	/	2	4	-5	-3	-4
16	CN1C(=O)CC(=O)N(C)c2cc(S(=O)(=O)N(C)Cc3ccccc3)ccc21	-111	i	i	-3	11	1	1	3
26	COc1ccc(CCNC(=O)N[C@@H](Cc2ccccc2)C(=O)O)cc1	-5	i	i	-1	1	-7	3	2
